Source: PubChem (National Center for Advancing Translational Sciences (NCATS))
TRb-SRC2 inh: disrupts binding of human TR beta to SRC2. TRbeta-SRC2 peptide binding, fluorescence polarization; receptor liganded with 1 µM T3. Potency, µM (top dose mostly 106 µM), for the others: at the top dose activity change, negative = inhibition, actives largely listed as inhibitors. hit rate 0.065% among 280,000. AID 1469;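 note: plate controls were bound peptide for no effect and peptide without receptor for full effect; nearly all actives have a fitted effect of over 50% in size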
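Human TRb LBD (0.6 uM) plus Texas Red-labeled SRC2 peptide (20 nM), 1uM T3, 5% DMSO, 5 hr at ambient temperature. Decreased polarization (555/632 nm) flags inhibition; data normalized to free and bound peptide controls.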
Tau FP inhib: blocks human tau fibril formation measured by polarization. AID 1468. K18 P301L tau heparin fibrillization, Alexa594 FP, 6 h. hit rate 0.39% among 280,000. Potency, µM (doses to about 57.7 µM), inactives show top-dose activity, negative = inhibition, hits mostly inhibitors; note: % is set by controls: 0 for no effect and ±100 for the full control effect; nearly all actives have a fitted effect of over 55% in size
Target sequence (P10636 561-689 P618L limits assumed): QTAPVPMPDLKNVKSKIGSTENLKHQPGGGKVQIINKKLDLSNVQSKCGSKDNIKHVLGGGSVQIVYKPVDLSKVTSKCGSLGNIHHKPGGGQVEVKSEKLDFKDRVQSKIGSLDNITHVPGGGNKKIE
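Human tau K18 […] P301L fragment, 15 uM unlabeled plus 0.24 uM Alexa 594-labeled tau (final), with compound and 20 uM heparin in 100 mM sodium acetate pH 7; 6 hr at 37 C, then Alexa 594 FP read.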
Tau fibril ThT: tau fibrillization inhibition (ThT binding); Potency, µM (top dose mostly 57.4 µM), for the others: top-dose activity, negative = inhibition, usual class: inhibitors; recombinant tau K18 P301L, heparin-induced fibrillization, ThT fluorescence; hit rate 2.1% among 270,000; note: % is set by controls: 0 for no effect and ±100 for the full control effect; nearly all actives have a fitted effect of over 55% in size
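K18 P301L tau (15 uM + 0.24 uM Alexa 594-tagged), heparin 20 uM, NaOAc pH 7, 6 h 37 C; ThT 30 uM, 1 h RT, ex 450/em 510 nm.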
TR SRC2 fluor cs: Texas Red fluorescence interference in TRb-SRC2 counter-screen | TRb/SRC2 Texas Red total fluorescence interference | Potency, µM (doses to about 106 µM), for the others: top-dose fluorescence change, negative = quenching | hit rate 0.29% among 280,000 | AID 1479; active = well fitted curve in either direction with a large enough effect; inconclusive = small, poorly fitted or top-dose-only effect; note: % is set by controls: 0 for no effect and ±100 for the full control effect
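Human TRβ ligand-binding domain (0.6 uM) and Texas Red SRC2 peptide (20 nM) in Tris buffer with 1 uM T3 and 5% DMSO were incubated with pinned compound for 5 hr at ambient temperature. Total fluorescence was computed as S + 2P (555/632 nm).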
HTT ATP protect: cytoprotection in Huntington HTT-Q103 PC12 cell model; PC12 HTT-Q103 induced, cytoprotection, ATP luminescence, 40 h; Potency, µM (top dose mostly 56.4 µM), inactives show cytoprotection (ATP increase), most hits filed as activators; hit rate 0.14% among 230,000; AID 1471;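 note: % of control where 0% means no effect; nearly all actives have a fitted effect of over 45% in size; toxic huntingtin expression switched on by the ecdysone agonist tebufenozide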
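Compounds were screened for protection of PC12 cells against cell death after tebufenozide induction (100 nM final) of mutant Huntingtin exon 1 (Q103) fused to GFP.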
L3MBTL1 inh: L3MBTL1 (human) inhibition. Q9Y468. AlphaScreen L3MBTL1–H3K9me1 peptide binding. Potency, µM (doses to about 57.1 µM), without a hit: at the top dose activity, negative = inhibition, hits mostly inhibitors. hit rate 0.66% among 230,000; note: % is set by controls: 0 for no effect and ±100 for the full control effect; nearly all actives have a fitted effect of over 60% in size
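AlphaScreen proximity signal between nickel-chelate acceptor and streptavidin donor beads (final 10 ug/mL) reports binding of 50 nM L3MBTL1 to 75 nM biotin-H3 K9me1 peptide; complex incubated with compounds 30 min at room temperature; cefsulodin titration as control.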
RECQ1 inh: inhibitors of human RECQ1 DNA helicase | Potency, µM (series often up to 57.3 µM), without a hit: at the top dose activity, negative = inhibition, actives largely listed as inhibitors | hit rate 0.54% among 240,000 | P46063 | RECQ1 DNA unwinding, red fluorescence kinetic read;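 note: plate controls were vehicle for no effect and no enzyme for full effect; nearly all actives have a fitted effect of over 30% in size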
Target sequence (P46063 whole entry, looked up): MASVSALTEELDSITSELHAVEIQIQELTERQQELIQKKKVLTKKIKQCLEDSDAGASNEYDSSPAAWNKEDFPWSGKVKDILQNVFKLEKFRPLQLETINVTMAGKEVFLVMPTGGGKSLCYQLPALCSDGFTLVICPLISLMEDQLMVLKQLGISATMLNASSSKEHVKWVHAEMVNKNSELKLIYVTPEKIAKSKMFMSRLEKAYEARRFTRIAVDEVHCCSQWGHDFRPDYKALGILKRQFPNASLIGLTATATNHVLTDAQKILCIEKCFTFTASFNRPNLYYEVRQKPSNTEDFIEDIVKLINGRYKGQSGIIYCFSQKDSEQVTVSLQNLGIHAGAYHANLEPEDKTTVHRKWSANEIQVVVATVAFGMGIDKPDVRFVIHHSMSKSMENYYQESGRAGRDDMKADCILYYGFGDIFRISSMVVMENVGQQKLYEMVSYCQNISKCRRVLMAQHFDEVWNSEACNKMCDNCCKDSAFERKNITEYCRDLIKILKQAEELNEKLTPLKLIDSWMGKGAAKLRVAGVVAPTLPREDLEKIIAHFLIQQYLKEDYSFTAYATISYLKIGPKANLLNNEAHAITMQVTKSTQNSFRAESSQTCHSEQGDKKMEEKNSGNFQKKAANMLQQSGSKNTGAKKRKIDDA
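RECQ1T1 50 nM; forked duplex (20 bp + 30-nt ss tails) 200 nM, ATP 2 mM final; pH 8.0, 2 mM MgCl2, 2.5 ug/ml poly(dI-dC); 15 min compound preincubation; discontinuous kinetic read over 2 h at RT.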
Tau fluor cs: counter-screen for tau fibril formation inhibitors. tau K18 P301L (four-repeat tau fragment) Alexa594 fluorescence, heparin fibrillization. Potency, µM (doses to about 57.7 µM), without a hit: top-dose activity change, negative = decrease. hit rate 0.93% among 280,000. AID 1463; note: % is set by controls: 0 for no effect and ±100 for the full control effect; nearly all actives have a fitted effect of over 55% in size
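Human K18 P301L tau (15 uM unlabeled plus 0.24 uM Alexa 594-labeled, final) in 100 mM sodium acetate pH 7 was mixed with compound and 20 uM heparin and incubated 6 hr at 37 C.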
* = called active by the depositor; [ ] = remark or other dose. Unless noted, calls come from the whole dose curve; as a rule, active = well fitted curve in the direction sought with a large enough effect; inconclusive = small, poorly fitted or top-dose-only effect, or another doubt; inactive = no such curve, though single readings can be large; an effect the other way counts as inactive or inconclusive. Potency is the fitted concentration of half-maximal effect. Only part of the results is shown; the hit share may differ from the screen's.

Preview, two compounds:
`Cn1c(=O)c(Oc2ccc(Cl)cc2)c(O)c2ccccc21` gave TRb-SRC2 inh -7%, Tau FP inhib 4%, Tau fibril ThT 1%, TR SRC2 fluor cs 1%, L3MBTL1 inh 2%, RECQ1 inh 1% and Tau fluor cs 11%.
For COC(=O)c1ccccc1NC(=O)c1ccc2c(c1)CCN2S(=O)(=O)c1ccc(C)cc1 the results were TRb-SRC2 inh -10%, Tau FP inhib -15%, Tau fibril ThT -15%, TR SRC2 fluor cs -2% and Tau fluor cs inconclusive.

The listing (from the top)
`Cn1c(=O)c(Oc2ccc(Cl)cc2)c(O)c2ccccc21` gave TRb-SRC2 inh -7%, Tau FP inhib 4%, Tau fibril ThT 1%, TR SRC2 fluor cs 1%, L3MBTL1 inh 2%, RECQ1 inh 1% and Tau fluor cs 11%.
For COC(=O)c1ccccc1NC(=O)c1ccc2c(c1)CCN2S(=O)(=O)c1ccc(C)cc1 the results were TRb-SRC2 inh -10%, Tau FP inhib -15%, Tau fibril ThT -15%, TR SRC2 fluor cs -2% and Tau fluor cs inconclusive.
For CC(C)Cn1c(CCC(=O)O)ccc1-c1cccs1 the results were TRb-SRC2 inh -1%, Tau FP inhib 8%, Tau fibril ThT -20%, TR SRC2 fluor cs -2%, HTT ATP protect 11%[10 µM], L3MBTL1 inh -6%, RECQ1 inh 0% and Tau fluor cs -4%.
CCOc1ccc(C)cc1-n1nc2ccccc2n1 was read as TRb-SRC2 inh -2%, Tau FP inhib -1%, Tau fibril ThT -2%, TR SRC2 fluor cs -2%, HTT ATP protect -16%, L3MBTL1 inh 11%, RECQ1 inh -5% and Tau fluor cs -5%.
COc1ccc(NC(=O)C2CCN(C(=O)c3ccccc3)CC2)c(OC)c1 was read as TRb-SRC2 inh -8%, Tau FP inhib 1%, Tau fibril ThT -3%, TR SRC2 fluor cs -3%, HTT ATP protect 8%, L3MBTL1 inh 1%, RECQ1 inh inactive and Tau fluor cs 0%.
For CC(=O)c1cccc(NC(=O)c2nc(-c3ccccc3)n(-c3cccc(C)c3)n2)c1 the results were TRb-SRC2 inh 10%, Tau FP inhib -7%, Tau fibril ThT 3%, TR SRC2 fluor cs -1% and Tau fluor cs -25%.
`COc1ccc(C=O)cc1COc1ccccc1F` gave TRb-SRC2 inh -3%, Tau FP inhib -5%, Tau fibril ThT -10%, TR SRC2 fluor cs -2%, HTT ATP protect -3%[10 µM], L3MBTL1 inh 11%, RECQ1 inh -2% and Tau fluor cs -11%.
Screening Brc1ccc(-c2noc(C3CCCCC3)n2)cc1 returned TRb-SRC2 inh 2%, Tau FP inhib -2%, Tau fibril ThT -6%, TR SRC2 fluor cs 1%, HTT ATP protect 4%, L3MBTL1 inh 37%[activator], RECQ1 inh inactive and Tau fluor cs -8%.
Screening COc1ccc(OC)c(NC(=O)C2CCN(c3cc(-c4ccccc4)nc4ncnn34)CC2)c1 returned TRb-SRC2 inh 4%, Tau FP inhib 8%, Tau fibril ThT -1%, TR SRC2 fluor cs -1%, HTT ATP protect -65%[inhibitor], RECQ1 inh 1% and Tau fluor cs 6%.
For COC(=O)c1c(NC(=O)C2CC2)sc2c1CCCC2 the results were TRb-SRC2 inh -6%, Tau FP inhib -5%, Tau fibril ThT inconclusive, TR SRC2 fluor cs 2%, HTT ATP protect -6%, L3MBTL1 inh -1%, RECQ1 inh 11% and Tau fluor cs -13%.
For Cc1ccc(NC(=O)CCC(=O)c2cccs2)c(O)c1 the results were TRb-SRC2 inh -8%, Tau FP inhib 4%, Tau fibril ThT -4%, TR SRC2 fluor cs -5%, HTT ATP protect 7%[10 µM], RECQ1 inh inactive and Tau fluor cs -8%.
Screening Cc1nn(C)c(Oc2ccc(Cl)cc2)c1C=O returned TRb-SRC2 inh 3%, Tau FP inhib 3%, Tau fibril ThT 4%, TR SRC2 fluor cs -1%, HTT ATP protect -3%, L3MBTL1 inh 10%, RECQ1 inh 7% and Tau fluor cs 3%.
Cc1nc(N2CCN(C(c3ccccc3)c3ccccc3)CC2)[nH]c(=O)c1C was read as TRb-SRC2 inh -2%, Tau FP inhib -5%, Tau fibril ThT -2%, TR SRC2 fluor cs -1%, HTT ATP protect 3%[0.074 µM], L3MBTL1 inh 0%, RECQ1 inh inactive and Tau fluor cs -1%.
Screening COc1ccc(C(c2nnnn2C2CCCCC2)N2CCN(c3ccc(OC)cc3)CC2)cc1 (configuration not stated) returned TRb-SRC2 inh 1%, Tau FP inhib 12%, Tau fibril ThT -16%, TR SRC2 fluor cs -4%, HTT ATP protect -16%[10 µM], RECQ1 inh inconclusive and Tau fluor cs -29%.
`COC(=O)NC(c1ccccc1)C(C(=O)OC)C(=O)OC` (configuration not stated) gave TRb-SRC2 inh 5%[11.2 µM], Tau FP inhib -17%[11.6 µM], Tau fibril ThT -8%[11.5 µM], TR SRC2 fluor cs 1%[11.2 µM], HTT ATP protect 26%[10 µM], RECQ1 inh -5%[11.5 µM] and Tau fluor cs -12%[11.6 µM].
For COc1ccccc1C(=O)N/C(=C\c1ccc(Br)cc1)C(=O)NCCC(=O)O the results were TRb-SRC2 inh 1%, Tau FP inhib -12%, Tau fibril ThT 7%, TR SRC2 fluor cs 1%, HTT ATP protect -6%[10 µM], L3MBTL1 inh inconclusive, RECQ1 inh -1% and Tau fluor cs 2%.
C=CCOc1cccc(CNCCCN2CCOCC2)c1 was read as TRb-SRC2 inh -12%, Tau FP inhib 2%, Tau fibril ThT 0%, TR SRC2 fluor cs 0%, HTT ATP protect -4%[10 µM], L3MBTL1 inh 12%, RECQ1 inh inactive and Tau fluor cs 10%.
Screening CCOC(=O)N1CCN(C(=O)c2ccc3c(c2)N(CC)CCS3)CC1 returned TRb-SRC2 inh -6%, Tau FP inhib 9%, Tau fibril ThT -14%, TR SRC2 fluor cs -3%, HTT ATP protect -4%, RECQ1 inh -15% and Tau fluor cs -12%.
`OC1(c2ccc(Br)cc2)CN(c2ccccc2)C2=[N+]1CCS2` (configuration not stated) gave TRb-SRC2 inh 6%, Tau FP inhib -9%, Tau fibril ThT -16%, TR SRC2 fluor cs -1%, HTT ATP protect 21%, RECQ1 inh -7% and Tau fluor cs -14%.
Screening CCOC(=O)C1=C(C)NC(=O)N(C(C)=O)C1c1ccc(Cl)cc1 (configuration not stated) returned TRb-SRC2 inh 1%, Tau FP inhib 4%, Tau fibril ThT 5%, TR SRC2 fluor cs 1%, HTT ATP protect -12%[10 µM], L3MBTL1 inh 3%, RECQ1 inh -6% and Tau fluor cs -8%.
Screening CC(C)(C)Sc1ccc(/C=N/O)cc1[N+](=O)[O-] returned TRb-SRC2 inh 1%, Tau FP inhib -2%, Tau fibril ThT -4%, TR SRC2 fluor cs -3%, HTT ATP protect -13%, L3MBTL1 inh inconclusive, RECQ1 inh -8% and Tau fluor cs -19%.
Screening COc1ccccc1N1CCN(C(=O)c2ccc(C(C)(C)C)cc2)CC1 returned TRb-SRC2 inh 4%, Tau FP inhib 1%, Tau fibril ThT -2%, TR SRC2 fluor cs -2%, HTT ATP protect 0%, L3MBTL1 inh -1%, RECQ1 inh -3% and Tau fluor cs 2%.
OCC1(Cc2ccccc2)CCCN(Cc2cnn(-c3ccccc3)c2)C1 (configuration not stated) was read as TRb-SRC2 inh -4%, Tau FP inhib -1%, Tau fibril ThT -2%, TR SRC2 fluor cs 0%, HTT ATP protect 7%[10 µM], L3MBTL1 inh -7%, RECQ1 inh -3% and Tau fluor cs -7%.
Cc1cccc(CSc2ccc(-c3ccco3)nn2)c1 was read as TRb-SRC2 inh 2%, Tau FP inhib -5%, Tau fibril ThT -15%, TR SRC2 fluor cs -4%, HTT ATP protect 12%[10 µM], L3MBTL1 inh 0%, RECQ1 inh -8% and Tau fluor cs -7%.
For CCOC(=O)c1c(S(=O)(=O)N2CCCC(C(=O)N(C)Cc3ccccc3)C2)c(C)n(C)c1C (configuration not stated) the results were TRb-SRC2 inh -2%, Tau FP inhib 0%, Tau fibril ThT 1%, TR SRC2 fluor cs -4% and Tau fluor cs -8%.
Screening C=CCNCCCCOc1ccccc1-c1ccccc1 returned TRb-SRC2 inh -2%, Tau FP inhib -1%, Tau fibril ThT -7%, TR SRC2 fluor cs -1%, HTT ATP protect 2%[10 µM], L3MBTL1 inh 5%, RECQ1 inh -5% and Tau fluor cs -6%.
For CCN(CC)c1ccc(/C=N/NC(=O)c2cc(C)nc3ccccc23)cc1 the results were TRb-SRC2 inh 0%, Tau FP inhib 15%, Tau fibril ThT inconclusive, TR SRC2 fluor cs -6%, HTT ATP protect -5%[10 µM], L3MBTL1 inh inconclusive, RECQ1 inh -8% and Tau fluor cs inconclusive.
CCOC(=O)c1c(NC(=O)CN2CCN(C)CC2)sc(C(=O)Nc2ccccc2)c1C was read as TRb-SRC2 inh -3%, Tau FP inhib 2%, Tau fibril ThT -15%, TR SRC2 fluor cs -3%, HTT ATP protect -26%[10 µM], L3MBTL1 inh -24%, RECQ1 inh inactive and Tau fluor cs -10%.
Screening S=c1[nH]nc(-c2cccs2)n1/N=C/c1cn(-c2ccccc2)nc1-c1cccs1 returned TRb-SRC2 inh 0%, Tau FP inhib -3%, TR SRC2 fluor cs -4%, HTT ATP protect -18%[10 µM], RECQ1 inh -7% and Tau fluor cs inconclusive.
CCNS(=O)(=O)c1cc(OC)ccc1OC was read as TRb-SRC2 inh -2%, Tau FP inhib -2%, Tau fibril ThT -6%, TR SRC2 fluor cs -7%, HTT ATP protect -8%[10 µM], RECQ1 inh -4% and Tau fluor cs -6%.
O=C(Nc1ccc(N2CCCC2)cc1)C(c1ccccc1)c1ccccc1 was read as TRb-SRC2 inh 4%, Tau FP inhib 8%, Tau fibril ThT inconclusive, TR SRC2 fluor cs 0%, HTT ATP protect 14%[10 µM], RECQ1 inh -7% and Tau fluor cs inconclusive.
O=C(/C=C/c1cccc(Cl)c1)c1nc2ccccc2[nH]1 was read as TRb-SRC2 inh 4%, Tau FP inhib 5%, Tau fibril ThT 5%, TR SRC2 fluor cs -1%, HTT ATP protect 6%, L3MBTL1 inh -22%, RECQ1 inh -1% and Tau fluor cs 4%.
